Screening data (PubChem BioAssay)
p53ts 39C tox = qHTS Screen for Compounds that Selectively Target Cancer Cells with p53 Mutations: Cytotoxicity of p53ts Cells at the Nonpermissive Temperature | H1299-p53A138V viability at 39C, ATP luminescence, 24 h | Potency, µM (series often up to 46.1 µM), for the others: at the highest dose activity change, negative = cell killing, hits mostly cytotoxic | 1.5% of 130,000 active; also: nearly all actives have a fitted effect of over 55% in size
Imprint erasure = qHTS Assay for Compounds that Induce Erasure of Genomic Imprints. mouse ES Peg3-LacZ reporter, beta-gal luminescence, 40 h. Potency, µM (titrated, usually from 60.7 µM), inactives show at the highest dose activity change, positive = activation, most hits filed as activators. 0.02% of 110,000 active. AID 1948, 2009;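 also: 0% = negative control wells on the plate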
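Imprint erasure is scored as LacZ activity from the silenced maternal Peg3 allele in feeder-free female ES cells cultured 40 h with LIF. Luminescence is normalized to in-plate negative controls and fitted to the Hill equation.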
p53ts 32C tox = qHTS Screen for Compounds that Selectively Target Cancer Cells with p53 Mutations: Cytotoxicity of p53ts Cells at the Permissive Temperature; H1299-p53A138V at 32C, ATP luminescence viability, 24 h; Potency, µM (series often up to 46.1 µM), without a hit: at the top dose activity change, negative = cytotoxicity, actives largely listed as cytotoxic; 0.93% of 130,000 active;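 also: 0% = DMSO and -100% = full killing by reference compound; nearly all actives have a fitted effect of over 55% in size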
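Viability by ATPlite luminescence after 24 h compound treatment (up to 46 uM) at the permissive 32C. Cells are H1299 carrying p53 A138V. Scale runs from DMSO basal to 100 uM tamoxifen as full kill; AC50 from Hill fits.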
IkB sig inh = IkB Signaling. AID 445, 2006. ABC-DLBCL IkBa-CBG/CBR dual luciferase ratio, 4 h; response scale: scaled: untreated 0%, proteasome inhibitor 100%. Potency, µM (doses to about 57.1 µM), for the others: at the top dose IkBa stabilization activation. 0.04% of 110,000 active; active = well fitted curve in the direction sought with a large enough effect in the signal ratio, not every such curve was filed as active; inconclusive = small, poorly fitted or top-dose-only effect, or a change in a side signal; the % refers to the signal ratio;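 also: the direction sought is a rising ratio; 0% = basal untreated cells and 100% = reference inhibitor full response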
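Luminescence ratio of IκBα-fused green versus native red beetle luciferase in OCI-Ly3 cells, 4 h post-doxycycline with compound; red signal alone, scaled from basal (0%) to zero light (-100%), flagged nonspecific or cytotoxic effects.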
* hit, by the source's call; ? = inconclusive; · = no result given; & = joins results of further samples; [ ] = remark or other dose. Unless noted, calls follow the shape of the dose curve; as a rule, active = well fitted curve in the direction sought with a large enough effect; inconclusive = small, poorly fitted or top-dose-only effect, or another doubt; inactive = no such curve, though single readings can be large; an effect the other way counts as inactive or inconclusive. Unless noted, % is scaled to controls: 0 for no effect and ±100 for the full control effect; potency is read from the fitted curve at half-maximal effect.

SMILES	p53ts 39C tox	Imprint erasure	p53ts 32C tox	IkB sig inh
COC(=O)C(C)NS(=O)(=O)c1ccc(NC(C)=O)cc1 (stereo not drawn)	0.7%	2.0%	-4.8%	0.9%
CCOC(=O)CCN1C(=O)[C@H]2[C@H]3[C@H](O)[C@H](O)C/C(=N/O[C@@H]4O[C@@H](COC(C)=O)[C@@H](OC(C)=O)[C@@H](OC(C)=O)[C@H]4OC(C)=O)[C@H]3CC[C@@H]2C1=O	4.9%[9.22 µM]	·	-2.4%[9.22 µM]	·
Cc1ccc(-n2c(=O)c3c(cnn3C)n(CC(=O)Nc3ccccc3C)c2=O)cc1	27.8%	-18.6%[10.9 µM]	3.2%	?
CCn1nc(C(=O)OCC(=O)Nc2ncc(Cl)c(C)c2Cl)c2ccccc2c1=O	-21.7%	·	-6.4%	·
Cc1ccc(CN(C(=O)COc2ccc(C(C)(C)C)cc2)C2CCS(=O)(=O)C2)o1 (stereo not drawn)	0.2%	4.8%[10.9 µM]	1.0%	?
CCCCC(=O)N(Cc1ccc(-c2ccccc2-c2nn[nH]n2)cc1)C(C(=O)O)C(C)C (stereo not drawn)	11.4%	-20.0%	12.9%	·
CCC(CO)NC(=O)C(=O)Nc1c2c(nn1-c1ccc(F)cc1)CSC2 (stereo not drawn)	3.7%	11.0%[10.9 µM]	-6.0%	?
COC(=O)c1coc(-c2ccc(C)cc2)c1C(=O)OC	6.7%	-4.4%	-15.7%	-5.1%
CC(C)(C)C1CCC(=O)C(C2(O)C(=O)Nc3ccccc32)C1 (stereo not drawn)	3.0%	5.8%	8.9%	0.7%
CN(Cc1ccco1)c1ncnc2ccc(-c3cccc(C#N)c3)cc12	2.3%	-43.5%[inhibitor]	6.5%	-0.9%[11.4 µM]

Of the compounds above, these contain a halogen.
SMILES	p53ts 39C tox	Imprint erasure	p53ts 32C tox	IkB sig inh
CCn1nc(C(=O)OCC(=O)Nc2ncc(Cl)c(C)c2Cl)c2ccccc2c1=O	-21.7%	·	-6.4%	·
CCC(CO)NC(=O)C(=O)Nc1c2c(nn1-c1ccc(F)cc1)CSC2 (stereo not drawn)	3.7%	11.0%[10.9 µM]	-6.0%	?

More records
SMILES	p53ts 39C tox	Imprint erasure	p53ts 32C tox	IkB sig inh
CCOC(=O)C1=C(C)NC(=O)NC1c1ccc(OC(=O)c2ccco2)c(OC)c1 (stereo not drawn)	-3.0%	-5.9%	-0.3%	2.2%
CC(=O)c1cccc(NC(=O)c2ccc(NS(=O)(=O)c3c(C)noc3C)cc2)c1	2.8%	-17.7%	13.1%	2.3%
CCc1cccc(NC(=O)C2CCN(S(=O)(=O)c3cccc(-c4noc(C)n4)c3)CC2)c1	-16.8%	13.3%[10.9 µM]	-11.7%	2.0%
CCOC(=O)OCC1OC(c2ccccc2)C=CC1Oc1ccc(F)cc1C (stereo not drawn)	-7.3%[9.22 µM]	·	-5.7%[9.22 µM]	·
O=C(NCCc1ccc(Cl)cc1)c1cnc2sc(N3CCCC3)nn2c1=O	-20.9%	2.8%[10.9 µM]	-3.4%	0.9%
COc1ccccc1N1CCN(Cc2cc(COC(C)C)c3cccnc3c2O)CC1	2.51µM*	-37.2%[inhibitor][10.9 µM]	?	?
CCOC(=O)C(C)n1cnc2c(nnn2Cc2ccc(Cl)cc2)c1=O (stereo not drawn)	-7.4%	-8.5%	-2.3%	0.0%
CC1C(=O)N2CCCc3cc(S(=O)(=O)Nc4ccc(Br)cc4F)cc1c32 (stereo not drawn)	-7.0%	-3.7%[10.9 µM]	-6.7%	?
CC1CCN(c2nnc(-c3cccs3)c3ccccc23)CC1	-15.2%	·	0.8%	·
Cc1ccc(C)c(NC(=O)C2CCCN(c3ncnc4onc(C)c34)C2)c1 (stereo not drawn)	-10.1%	-7.8%[10.9 µM]	-5.0%	0.5%

The closing 5 compounds of the part above open the next one.
SMILES	p53ts 39C tox	Imprint erasure	p53ts 32C tox	IkB sig inh
COc1ccccc1N1CCN(Cc2cc(COC(C)C)c3cccnc3c2O)CC1	2.51µM*	-37.2%[inhibitor][10.9 µM]	?	?
CCOC(=O)C(C)n1cnc2c(nnn2Cc2ccc(Cl)cc2)c1=O (stereo not drawn)	-7.4%	-8.5%	-2.3%	0.0%
CC1C(=O)N2CCCc3cc(S(=O)(=O)Nc4ccc(Br)cc4F)cc1c32 (stereo not drawn)	-7.0%	-3.7%[10.9 µM]	-6.7%	?
CC1CCN(c2nnc(-c3cccs3)c3ccccc23)CC1	-15.2%	·	0.8%	·
Cc1ccc(C)c(NC(=O)C2CCCN(c3ncnc4onc(C)c34)C2)c1 (stereo not drawn)	-10.1%	-7.8%[10.9 µM]	-5.0%	0.5%
COc1ccc(CCNS(=O)(=O)c2ccc3c(c2)OCCO3)cc1	2.8%	-4.7%	0.5%	0.0%
O=C(NCCSCc1ccco1)Nc1ccccc1	-18.8%	·	-22.0%	·
CCOc1cc(/C=N/n2cnnc2)ccc1O	2.2%	·	-4.2%	·
O=C(CSc1ncnc2c1oc1ccccc12)N1CCN(c2ccccc2)CC1	10.3%	-9.6%	6.0%	-0.2%
COc1ccccc1NC(=O)CSCc1cc(=O)c2c(C)cc(C)cc2[nH]1	-20.5%	6.8%[10.9 µM]	0.4%	?
Cc1cc(C)n(C(=O)C23CC4CC(CC(C4)C2)C3)n1	4.8%	-11.7%	2.9%	5.0%
CCOc1ccc(C2CC(c3cccc(C)c3)n3nc(N)nc3N2)cc1 (stereo not drawn)	-5.9%	3.7%	-3.2%	-0.9%
CC(=O)N(C(C)=O)c1c(N2CCOCC2)c2ccccc2oc1=O	3.2%	-15.1%	0.6%	1.9%
CCCN(C(=O)Cn1ncc2c1-c1ccccc1OC2)c1cccc(C)c1	-5.6%	-9.5%[10.9 µM]	10.3%	?
COc1ccc(OC)c(C2CC(=O)N3CN(c4ccccc4)CSC3=C2C#N)c1 (stereo not drawn)	-15.3%	-21.1%	-6.1%	5.9%

Random excerpt: 2 entries already listed
SMILES	p53ts 39C tox	Imprint erasure	p53ts 32C tox	IkB sig inh
O=C(NCCSCc1ccco1)Nc1ccccc1	-18.8%	·	-22.0%	·
CCCN(C(=O)Cn1ncc2c1-c1ccccc1OC2)c1cccc(C)c1	-5.6%	-9.5%[10.9 µM]	10.3%	?

Carrying on.
SMILES	p53ts 39C tox	Imprint erasure	p53ts 32C tox	IkB sig inh
Cc1cc(C)cc(-n2c(SCC(=O)N3CCCCCC3)nc3c([nH]c4ccccc43)c2=O)c1	-5.8%	20.4%[10.9 µM]	-0.5%	-1.1%
COc1ccc(NC(=O)c2ccc(CN3CCN(c4ccccc4)CC3)cc2)cc1OC	7.2%	-15.2%	-15.3%	?
CCN(CC)CCCNC(=O)c1cn(CCOC)c(=O)c2c1c1ccccc1n2C	1.1%	-8.7%	21.1%	1.5%
COC(=O)C1=C(C)N(C)C(C)=C(C(=O)OC)C1c1ccsc1	-4.7%	-11.3%	4.3%	0.5%
COc1ccc(Cn2c(CO)cnc2SCc2ccc(F)cc2)cc1	-16.6%	-9.4%[10.9 µM]	-11.0%	?
COc1cccc(C2C(C(=O)Nc3ccc(C)cc3C)=C(C)Nc3c(C(=O)Nc4ccccc4)cnn32)c1 (stereo not drawn)	-6.1%	-16.7%[10.9 µM]	16.1%	?
O=c1c2c3nc4ccccc4nc3n(-c3cccc(F)c3)c2ncn1Cc1ccc2c(c1)OCO2	9.9%	18.0%	4.0%	1.4%
Cc1ccc(C(=O)Nc2cc3nn(-c4ccccc4)nc3cc2Cl)c(C)c1	20.6%	23.5%[10.9 µM]	0.6%	-3.2%
N#Cc1ccc(-c2cccs2)nc1SCc1c(F)cccc1Cl	?	-21.2%[10.9 µM]	?	-2.5%
CC(=O)OC1CC2(C)C(=O)CCC2C2CCc3cc(O)ccc3C12 (stereo not drawn)	-15.1%	-6.6%	0.9%	-1.0%
CCCCOc1ccc(C(=O)NCc2ccccn2)cc1	-2.5%	-14.1%	-1.4%	3.5%
C/C(N)=C(/C#N)C(=O)CSc1nnc(-c2ccc(OC(F)F)cc2)o1	-2.6%	-19.0%	-1.8%	-0.5%
O=C(c1ccco1)N1CCN(c2nc(C3CC3)nc3c2nnn3Cc2ccccc2Cl)CC1	19.3%	·	-10.2%	·
CCNc1ccc(C(=O)OCC)cc1NC(=O)c1cc(S(=O)(=O)N2CCOCC2)ccc1C	22.7%	-5.2%	10.4%	0.9%
Cc1ccc2[nH]c(CSc3nnc(C)s3)cc(=O)c2c1	-2.7%	2.6%[10.9 µM]	1.1%	-0.8%
CCOc1ccc(NC(=O)Cn2c(CCC(=O)O)ccc2-c2ccc(C)cc2)cc1	-11.7%	-5.8%[10.9 µM]	9.5%	1.0%
CCN(CCCNC(=O)CN(C)S(=O)(=O)c1cccc2nsnc12)c1cccc(C)c1	-7.9%	-13.1%	0.3%	3.1%
CCN(C(=O)c1cn(CC)c(=O)c2cc(OC)c(OC)cc12)c1ccccc1C	-8.6%	-11.0%	-2.1%	0.6%
O=C(Nc1nccs1)c1cccc(NC(=O)C2CC2)c1	4.4%	-16.2%	5.3%	-3.9%
COc1ccc2c(c1)CCc1sc(NC(=O)c3ccc(Br)cc3)nc1-2	-27.3%	-8.1%[10.9 µM]	-16.8%	?
Cc1ccccc1NC(=O)[C@H](CSCc1ccccc1)N1Cc2ccccc2C1=O	-8.5%	6.6%[10.9 µM]	5.1%	?
N#C/C(=C\c1ccc(O)c(O)c1)C(=O)NCc1ccccc1	?	-15.1%&-26.9%	-26.0%	0.6%&7.0%
COc1ccc(-c2nc3cnc(N4CCNCC4)nc3n(Cc3ccc(F)cc3)c2=O)cc1	8.9%	·	-5.9%	-3.3%[11.4 µM]
CCOc1ccccc1CNC(=O)C1CCN(C2=NS(=O)(=O)C(c3ccc(C)c(C)c3)=C2C)CC1	-8.9%	-9.8%[10.9 µM]	-3.5%	0.0%
O=C(c1ccc2nc(-c3ccco3)c(-c3ccco3)nc2c1)N1CCN(c2ccccc2)CC1	-24.0%	-10.6%	-24.4%	?
Cc1cc(C)n2c(SCC(=O)N3CCN(S(=O)(=O)c4ccc(Cl)cc4)CC3)nnc2n1	5.8%	0.8%	-0.7%	0.9%
C=CCc1ccccc1OCC(O)CN1CCN(Cc2ccc3c(c2)OCO3)CC1 (stereo not drawn)	3.8%	-12.1%	-11.9%	?
COCC(=O)Nc1nnc(SCC(=O)NCc2cccs2)s1	1.3%	-2.1%	2.1%	0.1%
CCOc1ccc(S(=O)(=O)N(C)c2ccc(OCC(=O)Nc3nc(-c4cc(OC)ccc4OC)cs3)cc2)cc1	-7.5%	·	-16.9%	·
COc1ccc(-c2cc(C(=O)NCCc3ccc(Cl)cc3)[nH]n2)cc1	8.7%	7.2%[10.9 µM]	-1.9%	0.4%
CCC(C)NC(=O)c1sc2nc(C)c(C(=O)Nc3ccc(C)cc3C)c(-c3ccc(Cl)cc3)c2c1N (stereo not drawn)	-15.3%	-5.4%[10.9 µM]	27.3%	?
Cc1ccccc1OCc1nc(-c2ccccc2)no1	-5.5%	-11.8%	-8.6%	0.5%
O=C(Cn1nc(Cc2cccnc2)c2ccccc2c1=O)Nc1ccc2c(c1)OCO2	5.7%	-4.2%	6.2%	-2.6%
O=C(NCCc1ccc(Cl)cc1)C1CCN(C(=O)c2sccc2-n2cccc2)CC1	24.6%	-17.8%	9.5%	4.6%
COc1cccc(-n2c(SCC(=O)N3CCc4ccccc43)nc3c([nH]c4ccccc43)c2=O)c1	-21.3%	6.3%[10.9 µM]	-9.3%	1.6%
Cn1c(=O)oc2cc(S(=O)(=O)N3CCCC(C(=O)NCC4COc5ccccc5O4)C3)ccc21 (stereo not drawn)	-2.6%	-19.5%	-6.4%	6.0%
CC(=O)Nc1nc(-c2cccs2)cs1	-14.4%	3.9%	-10.9%	-2.7%
Cc1cc(=O)[nH]c2nnc(SCc3ccc(C(F)(F)F)cc3)n12	6.7%	2.2%[10.9 µM]	3.0%	2.0%
CC1=C2C(=O)OC(c3ccoc3)C2(C)CCC1 (stereo not drawn)	0.1%	·	18.0%	0.6%
O=C(NCCCn1ccnc1)c1cn(-c2ccccc2)nc1-c1ccc(F)cc1	-19.7%	-8.1%	-18.6%	1.0%
O=C(CCN1C(=O)c2ccccc2C1=O)N1CCN(Cc2ccc(Cl)cc2Cl)CC1	-2.4%	-22.8%	-7.7%	4.4%

Random draw from the library; 1.8% or so of the library scored in one or more.
